High-throughput results: PubChem, The Scripps Research Institute Molecular Screening Center
TAAR1 agonist: agonists of human TAAR1; Q96RJ0; CHO RD-HGA16 TAAR1, Fluo-8 calcium fluorescence; vehicle wells 0%, saturating PEA agonist 100%; activation, % at 3 µM; actives 0.99% (n = 360,000); AID 624467;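 active = activation above the mean activation of all test compounds in the run plus 3 SD, cut at about 38% in these data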
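Test system: RD-HGA16 (CHO) cells co-expressing Gα16 and hTAAR1 / Benchmarks: DMSO vehicle as 0%, PEA at EC100 as 100% / Repeats: no replicates (n 1) / Measure: % activation from peak over basal fluorescence ratio, DMSO-to-PEA scaled / Timing: 17-24 h plating, Fluo-8 75 min 37 °C, 30 min RT / Technique: kinetic Fluo-8 calcium fluorescence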
CHO parental Ca: counter-screen: ATP calcium response change in parental CHO cells; parental CHO-K1, ATP-induced calcium, Fluo-8 fluorescence; inhibition, % at 5.6 µM; actives 0.63% (n = 330,000); AID 463079;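 active = inhibition above that plate's mean sample inhibition plus 3 SD, cut at about 26% in these data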;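 also: 0% = ATP-challenged DMSO wells and 100% = DMSO wells without ATP; some compounds past the cut are filed as inactive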
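Test system: parental CHO cells; detection: calcium-sensitive Fluo-8 fluorescence; evaluation: percent inhibition of calcium signal; also added: ATP as calcium-mobilizing challenge; repeats: one well per compound; control set: ATP-challenged DMSO wells low, unchallenged DMSO wells high; compound: single nominal dose of 5.6 µM per compound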
TAAR1 antag: antagonists of human TAAR1; actives 1.5% (n = 360,000); AID 624466; inhibition, % at 3 µM; Q96RJ0; CHO RD-HGA16 TAAR1, Fluo-8 calcium fluorescence, antagonist;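 active = inhibition above a per-plate cutoff, the mean inhibition of test compounds on that plate plus 3 SD, cut at about 49% in these data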;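 also: 0% = DMSO plus EC80 beta-PEA response and 100% = DMSO alone without agonist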
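System: CHO RD-HGA16 cells bearing hTAAR1. Reagent: EC80 β-phenethylamine stimulus. Schedule: seeding 17-24 h prior, 75-min 37 °C, 30-min RT dye loading. Signal: Fluo-8 intracellular calcium dye fluorescence, real-time kinetic reads. Read-out: % inhibition from peak post-agonist over basal fluorescence ratio. Benchmarks: vehicle wells and EC80 agonist wells. Replicates: n of 1.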
V1aR counter: activates human V1a receptor in oxytocin agonist counter-screen; P37288; AID 2797; activation, % at 3 µM; CHO-V1R cells, Fluo-8 calcium fluorescence, agonist mode; 0% DMSO, 100% 3 nM vasopressin; actives 0.25% (n = 320,000);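 active = activation above the mean activation of all tested compounds plus 3 SD, per screening run, cut at about 20% in these data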;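 also: signal is peak over basal fluorescence ratio across a 100 second FLIPR read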
CHRM1 agonist: activates human CHRM1 receptor | P11229 | actives 0.33% (n = 360,000) | CHO-K1 hM1, Fluo-8 calcium fluorescence, agonist mode; 0% DMSO, 100% acetylcholine EC100 | activation, % at 3 µM;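 active = activation above the run's mean compound activation plus 3 SD, cut at about 16% in these data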;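 also: peak over basal fluorescence ratio within a 140 s kinetic read after compound addition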
Target sequence (P11229 whole entry, looked up): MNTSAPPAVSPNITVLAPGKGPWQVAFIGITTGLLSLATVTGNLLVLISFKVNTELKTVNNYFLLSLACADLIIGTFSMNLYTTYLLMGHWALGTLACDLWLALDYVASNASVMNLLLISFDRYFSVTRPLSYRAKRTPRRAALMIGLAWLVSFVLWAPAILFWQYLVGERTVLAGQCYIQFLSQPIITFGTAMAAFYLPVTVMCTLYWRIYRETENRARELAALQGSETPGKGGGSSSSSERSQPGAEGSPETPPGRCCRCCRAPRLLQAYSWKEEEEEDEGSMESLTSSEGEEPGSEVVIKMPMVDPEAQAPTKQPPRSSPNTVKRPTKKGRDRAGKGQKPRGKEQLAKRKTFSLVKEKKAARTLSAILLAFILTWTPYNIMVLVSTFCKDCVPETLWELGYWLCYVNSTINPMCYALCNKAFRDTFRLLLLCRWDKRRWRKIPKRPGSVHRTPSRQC
OXTR potentiator: human OXTR potentiation. activation, % at 3 µM. AID 2445. CHO-OTR cells, Fluo-8 calcium fluorescence, potentiator mode; 0% = oxytocin EC15, 100% = EC100. P30559. actives 0.061% (n = 320,000);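 active = activation above that plate's cutoff, the mean activation of tested compounds plus 3 SD, cut at about 6.6% in these data, passing the limit was not always enough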;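 also: 100% uses oxytocin at 75 nM as the full agonist control; some results filed as inactive read as strong as hits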
Target sequence (P30559 whole entry, looked up): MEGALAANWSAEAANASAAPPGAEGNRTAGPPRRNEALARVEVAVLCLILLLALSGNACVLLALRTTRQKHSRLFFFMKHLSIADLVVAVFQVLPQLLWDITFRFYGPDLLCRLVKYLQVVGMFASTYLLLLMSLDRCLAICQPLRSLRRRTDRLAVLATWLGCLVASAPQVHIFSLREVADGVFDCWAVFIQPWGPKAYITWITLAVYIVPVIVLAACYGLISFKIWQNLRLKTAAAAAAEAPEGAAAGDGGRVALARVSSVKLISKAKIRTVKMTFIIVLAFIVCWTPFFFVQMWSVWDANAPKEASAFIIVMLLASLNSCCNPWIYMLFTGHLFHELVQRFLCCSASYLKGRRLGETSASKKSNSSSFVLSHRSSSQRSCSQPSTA
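Dosing: Single dose, 3.0 µM nominal final compound concentration | Material: Human OTR in CHO cells | Technique: Kinetic Fluo-8 calcium fluorescence | Benchmarks: EC15 oxytocin alone as 0%, 75 nM oxytocin as 100% | Probe or stimulus: Oxytocin at about EC15, sub-maximal agonist stimulus | Incubation: Compound 6 min at room temperature before oxytocin, 100 s read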
M1 ag parental: nonselective activator or artifact in parental CHO-K1 cells | Fluo-8 calcium fluorescence; scaled to maximal ATP response, vehicle zero | activation, % at 3 µM | actives 0.48% (n = 360,000) | AID 602248; in the data active = activation above about 15%;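 also: untransfected CHO-K1 host cells lacking M1 receptor as counterscreen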
CHO-K1 Ca antag: nonselective inhibitor or artifact in parental CHO-K1 cells. ATP-induced calcium, Fluo-8 fluorescence. actives 0.6% (n = 360,000). AID 602250. inhibition, % at 3 µM;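 active = inhibition above a per-plate cutoff, the plate's mean sample inhibition plus 3 SD, cut at about 24% in these data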;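 also: 0% = DMSO plus EC80 ATP and 100% = DMSO alone without ATP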
CHO-K1 Ca PAM: nonselective activator or artifact in parental CHO-K1 calcium assay. ATP EC20, Fluo-8 calcium fluorescence; 0% at ATP EC20, 100% at ATP max. activation, % at 3 µM. actives 0.02% (n = 360,000). AID 602247;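 active = activation above the run cutoff, the mean activation of all test compounds plus 3 SD, cut at about 40% in these data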;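 also: peak over basal fluorescence ratio in a 140 s read after ATP addition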
Active calls of the source: *; . = not tested or not shown. Not a hit list. Share with any hit: about 3.3%.

SMILES	TAAR1 agonist	CHO parental Ca	TAAR1 antag	V1aR counter	CHRM1 agonist	OXTR potentiator	M1 ag parental	CHO-K1 Ca antag	CHO-K1 Ca PAM
O=[N+]([O-])c1ccc(C[n+]2ccccc2)cc1	1	0	-2	0.8	-6	0	-0.7	0	-15
Cc1cc(Cl)ccc1OCC(=O)NNC(=O)C1CCN(c2ncnc3sc(C)c(C)c23)CC1	19	1	78*	14	4	-10	14	-14	-3
Cc1sc2ncn(CC(=O)NCc3ccccc3)c(=O)c2c1C	2	-33	1	-1.1	0	-2	0.2	4	-8
COc1ccc(-c2cc3c(=O)n(CC(=O)Nc4cccc(Cl)c4)nc(C)n3n2)cc1	2	-6	-24	0.2	0	-9	0.7	-11	19
Cc1ccccc1Cn1cc(NC(=O)c2nn(C)cc2Cl)cn1	5	-8	16	3.7	-3	-7	0.1	-1	-7
Cc1ccc(CN2CCN(Cc3ccncc3)CC2CCO)o1 (configuration not stated)	1	-8	-32	0.3	-4	-2	0.2	-10	0
O=c1oc2ccccc2c(N2CCCCC2)c1[N+](=O)[O-]	8	-3	0	2.7	-2	-3	0.2	1	5
COc1ccc(CNc2nc3c(c(=O)n(Cc4ccc(Br)cc4)c(=O)n3C)n2C)cc1	4	-9	11	0.3	-4	4	7.0	7	15
Cc1ccc(-c2cc(C(=O)N3CCN(c4ccc(F)cc4)CC3)c3ccccc3n2)o1	19	-14	46	-1.1	-3	-3	4.1	3	19
CCN(CC)S(=O)(=O)c1ccc(NC(=O)CO/N=C(\N)c2ccccc2)cc1	3	10	-15	0.9	-2	-5	0.9	2	-9
COc1cc(O)ccc1/C=N/NC(=O)c1ccc([N+](=O)[O-])cc1	6	2	-6	0.0	-11	-24	2.0	-1	21
CCCNS(=O)(=O)c1ccc(CCC(=O)N2CCCC2)cc1	2	-7	0	0.4	-4	-5	0.6	-5	18
Cc1sc2ncn(CC(=O)OCC(=O)NC(C)(C)C)c(=O)c2c1C	4	1	-1	-0.6	1	7	0.3	-5	6
COc1ccc(CNC(=O)c2ccc(-c3cnn(C)c3)c3ccoc23)cc1OC	0	.	-24	.	0	.	0.9	-23	28
NC(=O)C1CCCN(C(=O)NC2CCCCC2)C1 (configuration not stated)	3	0	4	0.3	0	-2	-0.1	-1	3
COc1cccc(OC)c1OC(=O)c1cnccn1	1	-6	7	0.1	-4	-7	0.1	-4	6
Cc1ccc(N2C(=O)CSC2c2ccccn2)cc1Cl (configuration not stated)	11	-9	0	-0.7	-8	3	-0.3	-1	-5
COc1ccc(C)cc1NC(=O)CN1C(=O)C2CC=CCC2C1=O (configuration not stated)	2	-19	-2	0.3	-2	4	0.1	-14	12
CC(=O)NC(CCS(C)(=O)=O)C(=O)Nc1c(F)cccc1F (configuration not stated)	5	16	-4	1.0	-2	-1	0.3	-2	15
COc1ccc(OC)c(C(=O)c2nc3c(n2O)CCCCC3)c1	7	-7	8	0.1	-5	-3	0.1	6	10
COc1cccc(CN(C)C[C@@H]2OCc3cnnn3CCCC(=O)N([C@H](C)CO)C[C@H]2C)c1	1	.	-1	.	-4	.	0.0	-8	3
COc1ccc(-c2nnc(CSc3nc4ccccc4c(=O)n3CC(C)C)o2)cc1OC	6	-18	5	0.4	-7	-4	1.0	-7	24
OCC[C@H]1C[C@@H](O)[C@H](O)[C@]2(Cc3ccccc3O2)O1	1	-3	9	1.6	-3	3	0.3	-7	6
COc1ccc(C/C(C)=N/NS(=O)(=O)c2ccc(Br)cc2)cc1	-1	3	-14	0.3	7	-6	9.1	-3	16
CCOC(=O)c1csc(NC(=O)c2cc(=O)c3ccccc3o2)n1	3	2	15	0.3	0	-7	0.2	17	-20
Cc1cc(C)c2nc(Cl)c(Cl)nc2c1	2	-14	-2	1.0	-3	-2	-0.3	-3	-10
Cc1ccc(-c2nnn(CCOc3cccc(Br)c3)n2)cc1	1	-13	-2	0.7	-7	-9	-0.2	2	14
COC(=O)c1ccc(NC(=O)c2ccc(OC(C)=O)c(OC)c2)cc1	3	-2	11	-0.1	-5	-11	3.5	-17	13
Cn1c(=O)c2c(ncn2Cc2ccc(Cl)cc2)n(C)c1=O	2	-4	-6	3.2	-5	-5	3.8	0	12
Cc1noc(C)c1C(=O)OC(C)C(=O)N1CCc2ccccc21 (configuration not stated)	10	-11	-17	-0.4	1	-4	0.2	0	-15
O=C(Cn1nc(C(F)(F)F)c2c1CCC2)NC1CCCCC1	9	-6	-8	-0.8	-3	9	0.9	-10	18
CN1CCN(C(=O)c2ccc(COc3ccc(Cl)cc3Cl)cc2)CC1	19	3	1	1.4	-8	-2	5.1	-19	10
O=C(O)c1ccccc1-c1nc2cc(Cl)ccc2c(=O)n1O	-1	2	2	0.1	-7	-2	-0.5	17	-1
COc1cc(OC)c(NC(C)C(=O)NCc2ccccc2)cc1Cl (configuration not stated)	2	-1	-6	0.4	-6	-8	0.3	8	-18
Cc1onc(-c2ccccc2)c1C(=O)OCC(=O)Nc1ccc(C#N)cc1	14	1	0	8.3	0	-8	8.8	-14	10
CC(=O)Nc1ccc(SCCN2CC[C@@H](O)CCC2=O)cc1	8	-8	9	0.8	-4	5	1.0	-22	18
O=C(CN1C(=O)NC2(CCOc3ccccc32)C1=O)Nc1cccc([N+](=O)[O-])c1 (configuration not stated)	6	-2	11	0.6	0	-5	2.3	-8	26
CC(=O)c1ccc(NC(=O)CSc2nc(C)cc(C)c2C(N)=O)cc1	13	9	-2	0.1	-4	-13	0.2	-4	18
O=C(N/N=C/c1ccc(OC(=O)c2ccccc2Cl)cc1)c1cc(O)cc(O)c1	0	.	-16	.	1	.	-0.3	10	-27
CCCc1cc(C(=O)Nc2ccc(C(=O)OC)cc2)cs1	43*	.	51*	.	-5	.	-0.2	1	-15
CC1(C)Cc2nc3sc4c(=O)n(CC(=O)NCc5ccccc5)cnc4c3cc2CO1	4	-13	5	-0.8	0	-4	-0.5	17	-4
COc1ccc(CNC(=O)CCn2ccc3cc(S(=O)(=O)N4CCCC4)ccc32)cc1	-1	-14	-4	1.2	-9	-6	0.1	11	19
O=C1NC(=S)NC1=Cc1ccc2c(c1)CCC2	2	.	-15	.	-2	.	-0.6	10	2
CSCCC(=O)Nc1ccc(C(C)=O)cc1	11	-8	2	1.7	-2	-2	1.8	-25	23
CN(CCOc1ccccc1)C(=O)c1ccc(N2CCCC2)c([N+](=O)[O-])c1	-2	-23	7	3.9	-4	-9	4.0	-7	-7
O=S(=O)(Nc1ccc(-c2nc3cccnc3s2)cc1)c1cc(F)ccc1F	0	-11	12	3.7	-2	-5	4.2	-18	27
COC(=O)/C(=C\Nc1ccccc1N)c1ncc(C(F)(F)F)cc1Cl	-2	-22	8	-1.0	-5	-1	-0.5	-12	12
O=C(NCc1ccco1)c1nc(-c2ccc(F)cc2)no1	12	-7	1	1.2	-3	-1	0.7	0	26
COc1ccc(-c2oc3ccc(-c4cc(OC)c(OC)c(OC)c4)cc3c2C#Cc2ccsc2)cc1	0	-16	-5	0.0	-5	2	1.8	-9	12
Cc1ccc(/C=C2/SC(=S)N(CCC(=O)N3CCOCC3)C2=O)cc1	9	-26	-15	0.2	-1	-6	1.4	-9	12
Going on with the list.
SMILES	TAAR1 agonist	CHO parental Ca	TAAR1 antag	V1aR counter	CHRM1 agonist	OXTR potentiator	M1 ag parental	CHO-K1 Ca antag	CHO-K1 Ca PAM
COc1ccc(-n2c(C)nc(=O)c(-c3ccccc3)c2C)cc1	2	-9	3	1.4	1	-4	0.2	-14	16
N#Cc1c(NC(=O)c2ccc(Cn3cc(Br)cn3)o2)sc2c1CCCCC2	7	-20	14	-0.4	-3	-10	0.8	0	16
O=C(Nc1ccc(-c2ccco2)cc1)C1CCCN(Cc2ccc(CO)o2)C1 (configuration not stated)	3	-8	7	0.4	-5	-11	7.8	4	1
CCN(CC1COc2ccccc2O1)C(=O)CN1C(=O)NC(C)(c2ccccc2)C1=O (configuration not stated)	4	-16	-5	1.9	-2	-2	1.0	-14	-12
FC(F)Oc1ccccc1/C=N/n1cnc2ccccc21	0	-14	-1	0.0	1	-13	-0.3	-1	10
Cc1ccc(C(=O)N/C(=C\c2ccco2)C(=O)NCc2cccnc2)cc1	1	1	7	1.0	-7	0	0.0	-6	25
COC(=O)Cc1c(C)c2c(OCc3nn[nH]n3)cc(C)cc2oc1=O	17	-5	8	1.0	-3	4	0.9	0	10
Cc1cc(C)n(CC(=O)c2ccccc2)c(=O)c1C#N	7	5	13	0.6	-5	-5	-0.1	-7	2
Cc1cccc(NC(=O)CSc2nnc(CSc3nc(C)cc(C)n3)o2)c1	4	-6	2	5.1	-1	-6	0.5	-4	1
CCOC(=O)N1CCN(Cc2nc3c(c(=O)n(C)c(=O)n3C)n2Cc2cccc3ccccc23)CC1	32	-21	10	2.8	15	-14	1.2	-2	9
C=CCn1cccc(C(=O)Nc2ccc(OC)cc2OC)c1=O	4	-13	2	-1.2	-7	-2	1.0	-12	16
COC(=O)c1ccc(CNC(=O)COC(=O)c2ccccc2-c2ccccc2)cc1	3	-20	28	-0.3	-3	-8	0.9	-2	-13
O=C(CC[C@H]1O[C@@H](n2cnc3c(NC(=O)c4ccccc4)ncnc32)[C@H](O)[C@@H]1O)N[C@@H](CO)Cc1c[nH]c2ccccc12	0	.	-5	.	-4	.	0.5	-23	19
Cc1ccc(S(=O)(=O)N2CCN(CCc3ccccc3)CC2)c(C)c1	-3	-18	-3	-1.6	-5	-1	1.0	-15	6
O=C(NC1(C(F)(F)F)NC(=O)N(Cc2ccccc2)C1=O)c1cccs1 (configuration not stated)	4	-3	4	1.3	-3	0	0.8	-5	16
COc1ccc(C(=O)Oc2cccnc2)cc1OC	4	-2	0	0.2	1	-12	-0.2	-6	-1
COC(=O)c1cn(CCOc2ccc(C)cc2)c2ccccc12	5	-19	1	3.9	-4	-2	0.6	-11	34
NC(=O)[C@@H]1CCCNc2c(I)cc([N+](=O)[O-])cc2C(=O)N[C@@H](CO)C(=O)NCC(=O)N1	16	-13	-4	-0.6	.	7	.	.	.
